Growth percent in the NCI-60 one-dose screen (48 h, 10 µM unless noted): 100 = growth as untreated, 0 = no growth, -100 = all killed.
KM12: KM12 colon cancer cells | 5% of 82,000 active | AID 1794800
HCT-15: HCT-15 colon cancer. 5.2% of 82,000 active. AID 1794746
IGROV1: IGROV1 ovarian cancer; 4.7% of 79,000 active
SW-620: SW-620 colon cancer. 5.2% of 82,000 active. AID 1794795
SK-OV-3: SK-OV-3 ovarian cancer cells; 3.2% of 80,000 active; AID 1794785
COLO 205: COLO 205 colon cancer; 7.3% of 79,000 active; AID 1794742
OVCAR-4: OVCAR-4 ovarian cancer cells | 3.7% of 80,000 active
HT29: HT29 colon cancer | 7.4% of 81,000 active | AID 1794748
HCT-116: HCT-116 colon cancer | AID 1794798 | 7.3% of 82,000 active
Numbers without * were called inactive; . = no result given; & = joins results of further samples. Rule for the calls: active = growth percent below 10; inactive = the rest.

molecule	KM12	HCT-15	IGROV1	SW-620	SK-OV-3	COLO 205	OVCAR-4	HT29	HCT-116
N#CC1=C(Nc2ccccc2Cl)SC(c2c(Cl)cccc2Cl)NC1=O (stereo not given)	83	65	88	96	109	111	92	90	105
Cc1cc(Nc2ncnc3ccc(NC4=NC(C)(C)CO4)cc23)ccc1Oc1ccn2ncnc2c1	21	48	-20*	18	15	-61*	44	5.5*	16
CC1=C(C(=O)OCC2CCN(C(=O)OC(C)(C)C)CC2)[C@@H](c2cccc(C#N)c2)C2=C(CC(C)(C)CC2=O)N1	36	20	45	30	66	39	67	18	17
Clc1nc(Cl)c2ncn(C/C=C/Cn3cnc4c(Cl)nc(Cl)nc43)c2n1	79	50	18	45	103	63	95	48	33
CC(C)CCn1cnc2c(=O)[nH]c(N)nc21	102	102	107	106	87	97	110	100	82
COc1cc2nc(Cl)nc(Nc3cccc(C4=NN(C=O)C(c5cc(OC)c(OC)c(OC)c5)C4)c3)c2cc1OC (stereo not given)	93	75	75	106	117	111	104	105	95
Nc1nc(N)c(-c2ccc(Cl)cc2)c(CBr)n1	108	105	114	96	113	112	95	94	93
COc1cc(C2Cc3ncccc3-c3nc(N)c4cccnc4c32)cc(OC)c1OC (stereo not given)	92	90	94	93	80	90	96	99	75
CCN1C(=O)N(CC)C2Nn3c(s/c(=C\c4cccc(F)c4)c3=O)=NC21 (stereo not given)	49	57	85	57	102	71	67	39	45
CN1CCN(CCCOc2cccc3nc(Nc4ccc(F)c(F)c4)ccc23)CC1	-77*	-80*	-12*	-90*	24	-82*	39	-69*	-41*
COc1ccc(C(=O)Nc2cc(C)nc3ccccc23)cc1	101	97	89	99	87	99	96	98	95
COc1cccc(/C=C\C(=O)c2ccccc2)c1	8.5*	66	2.5*	15	107	90	47	73	16
Cn1c2c(c3ccc(Cl)c(Cl)c31)C(C#N)C(C)(C)NC2=O (stereo not given)	92	96	-5.3*	68	105	92	90	89	77
O=C(CCN1CCCCC1)C(c1ccccc1)c1ccccc1	101	98	.	109	102	110	101	98	99
COc1cc(/C=N/NC(=S)Nc2ccc(C(F)(F)F)cc2)ccc1F	101	100	96	104	104	111	104	86	80
CC(C)c1cc(C(C)C)c(S(=O)(=O)n2cc(C=O)c3ccccc32)c(C(C)C)c1	98	84	97	93	104	108	100	108	92
FC(F)(F)c1ccc(-c2nc(-c3nc4ccc(Cl)cc4[nH]3)c3ccccn23)cc1	85	91	78	92	71	86	38	84	77
Cc1ccc2oc(=O)cc(-c3sc(N4CCCC4)nc3-c3ccccc3)c2c1	91	106	86	109	91	108	104	99	99
O=C1/C(=C/c2ccc(B(O)O)cc2F)Oc2cc(O)ccc21	93	105	95	100	114	110	108	98	96
Nc1cccc[n+]1CCC(=O)[O-]	103	101	108	104	102	113	110	101	105
O=C(c1ccc(O)cc1)C1[C@H](c2ccc(Br)cc2)[C@@H](c2ccccc2)NC12C(=O)Nc1ccc(Br)cc12 (stereo not given in full)	-25*	-47*	-6.0*	-28*	13	-85*	14	-32*	8.1*
COc1cc(N=Nc2ccc(C(=O)N(C)C)cc2)c(C)cc1N=Nc1c(O)c2ccccc2[nH]c1=O	87	96	116	92	95	101	106	97	90
O=C(Cn1cc(-c2ccccc2)nn1)Nc1nc(-c2ccc(Cl)cc2)cs1	108	94	108	108	95	117	93	102	108
CCOC(=O)CCC(=O)P(=O)(O)O	112	108	110	97	81	94	115	96	86
Nc1ccc2c(O)c(N=Nc3ccccc3)c(S(=O)(=O)O)cc2c1	98	103	95	94	94	111	107	105	99
CCCCCCCCCCCC[n+]1ccc(C(N)=O)cc1	-47*	87	-19*	24	45	-73*	49	5.0*	26
COC(=O)C1=C(C(=O)c2ccccc2)C(c2ccc(OC)c(OC)c2)C(C#N)=C(N)O1 (stereo not given)	108	103	111	103	111	122	109	115	119
COc1cccc2nc(Nc3cccc(NC(=O)c4cc(N5CCOCC5)cc(C(F)(F)F)c4)c3)ccc12	52	48	40	96	89	62	62	43	42
COc1ccc(C2NC(=S)Nc3c2c(=O)n(-c2ccccc2)c2ccccc32)cc1 (stereo not given)	102	104	90	103	103	116	94	104	99
CC1=NN(c2ccc(Cl)cc2)C(=O)C1	98	103	88	87	90	89	97	103	105
Cc1nn(-c2ccccc2)c(Sc2nnc(Nc3c(C)n(C)n(-c4ccccc4)c3=O)s2)c1C=O	.	95	111	119	113	128	108	112	107
Clc1cccc(Cl)c1NC1=NCCN1	107	106	106	110	106	103	104	95	96
CCN1C(=S)N(CC)C2C1N=C(SC)N2/N=C/C=C/c1ccccc1OC (stereo not given)	84	49	97	92	115	95	72	86	89
CCOC(=O)Nc1ccc(-n2cnc3cc(-c4ccc(O)cc4)ccc32)cc1	27	82	110	107	144	126	66	88	98
O=S(=O)(c1ncsc1-c1ccccc1)N1CCN(c2ccccc2)CC1	98	99	104	97	109	110	94	97	98
Oc1ccc2ccccc2c1N=Nc1ncn[nH]1	96	95	96	106	102	105	111	96	94
CS(=O)(=O)c1ccc(-c2nc3ccccn3c2/C=N/NC(=S)Nc2ccccc2)cc1	93	88	94	102	142	107	93	106	98
COc1ccc(Oc2nc3n(c(=O)c2C#N)-c2ccccc2Sc2ccccc2-3)cc1	108	103	83	100	88	88	89	101	94
NC(=N/N=C(/c1ccccc1)c1ccc(N)cc1)/C(N)=N\N=C(/c1ccccc1)c1ccc(N)cc1	105	100	104	98	104	117	96	99	92
CN1CCN(c2ccc(NC3=C(Cl)C(=O)c4ncccc4C3=O)cc2C(F)(F)F)CC1	105	-47*	-38*	-53*	85	-17*	-97*	78	-57*

Taken from above:
O=C(CCN1CCCCC1)C(c1ccccc1)c1ccccc1 @ SK-OV-3 = 102
NC(=N/N=C(/c1ccccc1)c1ccc(N)cc1)/C(N)=N\N=C(/c1ccccc1)c1ccc(N)cc1 @ OVCAR-4 = 96
CS(=O)(=O)c1ccc(-c2nc3ccccn3c2/C=N/NC(=S)Nc2ccccc2)cc1 @ COLO 205 = 107

Later entries
molecule	KM12	HCT-15	IGROV1	SW-620	SK-OV-3	COLO 205	OVCAR-4	HT29	HCT-116
O=C(NCc1ccc(Cl)cc1Cl)c1ccccn1	99	109	108	98	97	117	106	116	94
NC(=O)C1CC2C=CC1C2 (stereo not given)	105&112	106&107	87&70	98&96	121&111	120&97	120&107	114&107	91&92
C/C(=N\NC(=O)c1nc(N)n(-c2ccc(S(N)(=O)=O)cc2)n1)c1ccc(N2CCOCC2)cc1	99	104	99	96	103	110	95	97	101
O=C1c2cccc3cccc(c23)C(=O)N1c1c(Cl)cc(Cl)cc1Cl	109	101	101	104	106	110	105	99	102
O=C1c2cccc3c(N4CCCCC4)ccc(c23)C(=O)N1c1nc2ccccc2s1	90	69	77	86	98	94	83	79	75
CCOC(=O)C1CCCNC1 (stereo not given)	113	104	116	111	100	107	98	108	115
CC(=O)c1ccc(N=C(C#N)C2=C(O)c3ccccc3C2=O)cc1	107	113	115	114	95	111	108	99	106
O=C1CCC(N2C(=O)c3ccccc3C2=O)C(=O)N1 (stereo not given)	107&96	101&108	111&69	104&116	112&100	113&107	103&132	113&94	103&103
COc1ccc(C(=O)Nc2ccccc2[N+](=O)[O-])cc1	99	101	92	91	89	102	88	94	98
CCN(CC)CCCNc1cccc2c(C)cc(OC)nc12	100	95	90	102	106	87	.	88	95
COc1ccc(/C=N/Nc2ccc(S(=O)(=O)O)cc2)cc1	114	103	120	111	105	122	.	106	109
COc1cc2nc(-c3ccc(-c4nn[nH]n4)cc3)[nH]c(=O)c2cc1OC	126	106	108	107	108	117	115	110	104
c1ccc(N2CCN(c3ncnc4cc[nH]c34)CC2)cc1	101	101	108	109	98	111	93	83	80
CN1C(=O)C(Br)(Br)CC1c1cccnc1 (stereo not given)	97	114	113	106	112	108	108	117	102
Cn1c2c(cc(S(=O)(=O)c3ccccc3)c1=O)CCc1c-2cnn1Cc1ccccc1	116	89	107	115	100	99	77	97	105
CCC(=O)c1c(O)cc(O)cc1O	109	98	104	107	112	114	107	115	100
Cc1nc2ccccc2c(/C=C/c2ccc(Cl)cc2)c1C(=O)/C=C/c1ccc(C(F)(F)F)cc1	-74*	-32*	-86*	-58*	-80*	-44*	-91*	3.5*	-54*
Cc1ccccc1Nc1n[nH]c(Cc2ccccc2)n1	101	108	107	102	105	122	112	79	100
COc1ccc(S(=O)(=O)NCCCNc2nccc(-c3cn(C(C)(C)C)nc3-c3ccc(Cl)c(OC)c3)n2)cc1	93	78	58	99	103	105	59	81	67
CCCC(CNC1CCCCC1)OC(=O)c1ccc(N)cc1 (stereo not given)	109	98	107	111	106	116	104	96	103
CC1(C)Oc2cc3oc(=O)ccc3cc2C[C@@H]1OCCOS(=O)(=O)C(F)(F)F	108	103	104	100	104	124	104	99	105
O=C(Nc1ccccc1O)c1ccccc1	100	123	96	107	105	117	97	107	95
Nc1nc2c(C(=O)Nc3ccc(Cl)cc3)c(Nc3ccccc3)nn2cc1-c1nc2ccccc2s1	103	100	107	106	100	110	103	106	100
COc1ccc(C(=O)NC2C(O)c3ccccc3N3C(=O)CCC23O)cc1 (stereo not given)	94	106	89	103	107	106	108	112	102
CCOP(=O)(OCC)c1nc(-c2ccccc2)oc1NCc1ccccc1Cl	107	98	81	103	102	107	102	99	82
COc1cc(-c2c3c(nn2-c2ccc(N)cc2)CCc2cnoc2-3)cc(OC)c1OC	94	84	97	98	99	.	83	87	88
O=C(/C=C/c1cn(-c2ccccc2)nc1-c1ccc(Cl)cc1)NNC(=O)Nc1ccc(Br)cc1	104	101	87	102	86	108	93	103	90
CCN(CC)CCNc1c(C)cc(CO)c(Cl)c1C	113	106	65	105	120	85	103	97	104
O=S(=O)(NCCNc1cc(-c2c(-c3cccc(O)c3)nc3sccn23)ccn1)c1c(Cl)cccc1Cl	52	46	37	65	86	.	62	70	44
O=C(OC(=Nc1ccccc1)c1nccc2ccccc12)c1ccccc1	95	92	.	94	106	107	77	100	99
O=C1[C@H]2Cc3c([nH]c4ccccc34)[C@H](c3ccc(Cl)cc3)N2C(=O)CN1C1CCN(CC2CCCCC2)CC1	62	29	72	72	94	51	73	-22*	5.7*
O=c1cccc[nH]1	103&106	104&114	111	107&129	110&115	109&139	119&105	103&111	106&102
Cc1nn(-c2ccccc2)c2c1N=c1s/c(=C\c3ccc(Cl)cc3)c(=O)n1C(C)N2 (stereo not given)	.	98	84	102	103	110	98	111	87
Cc1ccc([C@@H]2C[C@@H]3Cc4cc(F)ccc4N2O3)s1	100	92	94	102	103	117	.	111	99
CC1(C)[C@@H](O)CC[C@]2(C)[C@H]3CC[C@@H]4[C@H]5[C@H](c6cn(-c7ccc(F)cc7)nn6)CC[C@]5(CO)CC[C@@]4(C)[C@]3(C)CC[C@@H]12	80	94	119	95	108	94	88	97	84
CC(C)Nc1cc(-c2c[nH]c(C(=O)N[C@H](CO)c3cccc(Cl)c3)c2)c(Cl)cn1	19	25	18	21	23	-19*	42	1.6*	16
Nc1nc(-c2ccccc2)cc(-c2cnn(-c3ccccc3)n2)n1	95	86	97	88	96	105	104	95	91
CC(=O)OCCN1C(=O)c2ccccc2C1=O	113	106	98	101	97	103	102	93	94
O=C1/C(=C/c2cccc([N+](=O)[O-])c2)Oc2ccc(O)cc21	97	89	98	93	115	112	93	105	92
[O-]/[N+](=C\c1c(Cl)cccc1Cl)CC1(O)CCCCC1	95	97	106	101	113	116	95	105	121

Only HT29 and COLO 205 (three entries from above):
| SMILES | HT29 | COLO 205 |
| --- | --- | --- |
| CN1C(=O)C(Br)(Br)CC1c1cccnc1 (stereo not given) | 117 | 108 |
| Cn1c2c(cc(S(=O)(=O)c3ccccc3)c1=O)CCc1c-2cnn1Cc1ccccc1 | 97 | 99 |
| CCC(=O)c1c(O)cc(O)cc1O | 115 | 114 |

Next records.
molecule	KM12	HCT-15	IGROV1	SW-620	SK-OV-3	COLO 205	OVCAR-4	HT29	HCT-116
COc1cc(-c2nn(C(=O)NS(=O)(=O)c3ccc(Cl)cc3)cc2-c2ccncc2)ccc1Cl	96	94	85	115	83	75	.	56	86
CCOCCOCCN1CNc2[nH]c(=S)[nH]c(=O)c2C1	112	110	109	102	112	124	103	109	104
Nc1nc(SCc2cccnc2)c2ncn(C3OC(CO)C(O)C3O)c2n1 (stereo not given)	98	102	99	98	107	114	112	106	94
C#Cc1nc(C2=C(C)C(OC(C)=O)/C(=N/OC(C)=O)C2)cs1 (stereo not given)	-20*	-11*	-59*	9.0*	-78*	51	-46*	-14*	20
O=[N+]([O-])c1ccc([I+]c2ccccc2)cc1	-76*	62	43	20	50	-84*	-91*	-56*	-31*
Cc1sc2nc(N3CCc4ccccc4C3)[nH]c(=O)c2c1C	101	98	110	102	94	101	97	88	91
C=CCn1c(-c2nc3ccc(C(=C(C#N)C#N)c4ccccc4)cc3[nH]2)cc2cc(-c3ccc(C(F)(F)F)cc3)ccc21	33	20	74	66	91	85	60	52	51
CCOC(=O)c1c(NCC(=O)Nc2ccc(Br)cc2)sc(C(C)=O)c1C	105	98	122	121	121	123	102	105	86

4 compounds drawn at random from those above:
molecule	KM12	HCT-15	IGROV1	SW-620	SK-OV-3	COLO 205	OVCAR-4	HT29	HCT-116
CCOCCOCCN1CNc2[nH]c(=S)[nH]c(=O)c2C1	112	110	109	102	112	124	103	109	104
COc1cc(-c2nn(C(=O)NS(=O)(=O)c3ccc(Cl)cc3)cc2-c2ccncc2)ccc1Cl	96	94	85	115	83	75	.	56	86
Nc1nc(SCc2cccnc2)c2ncn(C3OC(CO)C(O)C3O)c2n1 (stereo not given)	98	102	99	98	107	114	112	106	94
O=[N+]([O-])c1ccc([I+]c2ccccc2)cc1	-76*	62	43	20	50	-84*	-91*	-56*	-31*
